RT RNaseH block – blocks HIV-1 RNase H cleavage of RNA/DNA duplex; P04585; RT-RNase H RNA/DNA duplex cleavage, fluorescence; inhibition, % at 10 µM; hit rate 1.9% among 65,000; AID 565; in the data active = inhibition above about 50%
RmlCD inh mix – mixture blocks RmlC and RmlD coupled enzyme activity | hit rate 0.39% among 110,000 | inhibition, % at 5.5 µM | RmlC/RmlD coupled enzyme inhibition, 384-well mixture HTS | AID 1532; in the data active = inhibition above about 30%, passing the limit was not always enough; inconclusive = no clear call, values can overlap the other calls; note: strong numbers were not always called active
The depositor's hits bear a star; u = inconclusive; x = not tested or not shown. Only part of the results is shown. The share of hits here may be higher or lower than overall.

SMILES | RT RNaseH block | RmlCD inh mix
CC1CC(C)CN(C(=O)CSc2nc3ccsc3c(=O)n2Cc2ccccn2)C1 (centres undefined) | x | -29
O=c1[nH]n(-c2ccc(Cl)cc2)c(=O)c(Cl)c1Cl | x | -9
CCOc1ccc(CCNC(=O)C(C)n2nc(C)n3c(cc4occc43)c2=O)cc1OCC (centres undefined) | -7 | 2
COC(=O)c1[nH]c2ccc(F)cc2c1NC(=O)CCN1CCN(Cc2ccc3c(c2)OCO3)CC1 | -3 | -13
CC1(C)CCN(Cc2ccccc2)C1CC#N (centres undefined) | -10 | 3
COc1ccc(-c2cc(N)n(S(=O)(=O)Cc3ccccc3)n2)c(OC)c1 | -6 | -1
COc1ccc(OC)c(S(=O)(=O)N2CCCCC2C(=O)O)c1 (centres undefined) | x | -12
COc1ccc(-c2nnc(N3CCCCC3)c3ccccc23)cc1 | x | 7
CCCCc1ccc(CC(=O)O)cc1 | 55* | -200
Cc1onc(-c2ccccc2)c1C(=O)NC(C)C | -3 | -213
CSC1=NCCN1C(=O)C(C)(C)Oc1ccc(Cl)cc1 | -8 | 7
O=C(NCC(c1ccco1)N1CCCC1)c1ccc(Cl)cc1 (centres undefined) | x | 2
c1ccc(COc2ccc(-c3csnn3)cc2)cc1 | x | 7
CCc1nc2ccc(F)cc2c(C(=O)NC2CCCCC2C)c1C (centres undefined) | x | -5
CCC(C)NC(=O)c1ccccc1C(=O)NC(C)CC (centres undefined) | -9 | 11
CCOc1ccc(S(=O)(=O)Nc2ccc(F)cc2)c(C)c1C | x | 6
CCC(C)C(=O)Nc1cc(C(=O)OC)ccc1C(=O)OC (centres undefined) | x | 0
Cc1sc(NC(=O)c2ccco2)c(CN2CCN(c3ccccc3)CC2)c1C | x | 3
Nc1nc(CSc2nc3ccccc3[nH]2)cs1 | 16 | 7
CCOC(=O)c1c(C)nc2ncccn12 | -3 | 2
Cc1ccc(NC(=O)c2nnn(CC(=O)Nc3ccccc3)c2N)cc1C | -11 | -3
O=C1C2C3C=CC(C3=C3CCCCC3)C2C(=O)N1c1ccccc1 (centres undefined) | -2 | -8
CCn1cc(Cl)c(C(=O)N2N=C3/C(=C/c4cccs4)CCCC3C2c2cccs2)n1 (centres undefined) | x | -16
Cc1ccc(N(Cc2cc(=O)[nH]c3ccccc23)C(=O)c2ccco2)cc1 | 7 | 6
CC(C)c1nnc(NC(=O)CSc2nc3ccccc3s2)s1 | 1 | -4
COn1cnnc1-c1ccccc1 | -2 | -8
O=C(c1ccccc1)c1nn(-c2ccccc2)c(=O)cc1C(F)(F)F | x | 6
O=C(N/N=C/C=C/c1ccco1)c1cccnc1 | x | 9
COc1ccc(NC(=O)C2CCCN2C(=O)NC2CCCCC2)cc1OC (centres undefined) | -5 | -8
Cn1c(COc2ccc(Cl)cc2)nc2ccccc2c1=O | -12 | -16
COC(=O)C1=C(C)OC(N)=C(C#N)C1C1CCCCC1 (centres undefined) | -18 | 7
COc1ccc(C2CC(C(F)(F)F)n3nc(C(=O)Nc4ccc5c(c4)OCO5)cc3N2)cc1 (centres undefined) | 33 | 9
CCC(C)NC(=O)C1CC(c2cccc(OC)c2)=NO1 (centres undefined) | -4 | -4
Cc1ccc(OCCNC(=O)c2ccco2)cc1C | -12 | -5
O=C(NNC(=O)c1ccncc1)c1ccncc1 | x | -3
CCCCNC(=O)c1ccc(CS(=O)(=O)c2cccc(C(F)(F)F)c2)o1 | 6 | -80
CCS(=O)(=O)N1Cc2ccccc2CC1C(=O)OCC(=O)Nc1ccc(SC(F)F)cc1 (centres undefined) | x | -9
COc1ccc(N2CCN(C(=O)C(C)(C)Oc3ccc(Cl)cc3)CC2)cc1 | 13 | -8
Nc1nc(N)nc(-c2ccccc2)n1 | -3 | -11
CCOc1ccc(C2Nc3ccc4ccccc4c3-c3c2c(=O)oc2ccccc32)cc1 (centres undefined) | x | -75
CC1CCN(Cc2nc3c(c(=O)n(C)c(=O)n3C)n2CCN2CCOCC2)CC1 | -5 | x
O=C(C(Cc1ccccc1)N1C(=O)C2C3C=CC(C3)C2C1=O)N1CCCCCC1 (centres undefined) | 1 | -1
O=C(COc1ccc2c(C(F)(F)F)cc(=O)oc2c1)Nc1ccc2c(c1)OCCO2 | x | 21
Cc1occc1C(=O)N1CCN(c2ccc(Cl)c(Cl)c2)CC1 | 2 | -8
O=C(CSc1nnc(-c2ccccc2Cl)n1Cc1ccco1)Nc1ccc2c(c1)OCCO2 | -18 | 3
O=C(Cn1c(=O)oc2ccccc21)Nc1ccc(S(=O)(=O)N2CCCCC2)cc1 | -7 | 7
Cc1sc2ccccc2[n+]1CCC(C)S(=O)(=O)[O-] (centres undefined) | x | -7
CC(C)Cn1c(=O)c(C2=NS(=O)(=O)c3ccccc3N2)c(O)c2ccccc21 | -1 | x
COc1ccc(OCc2cccc(C(=O)O)c2)cc1 | 2 | -7
CC(C)C(=O)Nc1ccccc1N1CCN(S(C)(=O)=O)CC1 | -6 | -3
O=C(COc1ccc(-n2cnnn2)cc1)NC1CCCCC1 | -4 | -16
COC(C(=O)Nc1ccc(F)cc1F)c1ccccc1 (centres undefined) | x | -7
O=C(c1cccc(C(F)(F)F)c1)N1CCC(O)(CS(=O)(=O)Cc2ccccc2Cl)CC1 | x | 9
N#Cc1ccc(Oc2cccnc2)cc1C#N | -16 | -10
CN1CCN(c2ncnc3c2cnn3-c2ccc(Cl)cc2)CC1 | -8 | 10
CCCc1cc(=O)[nH]c(SCC(=O)c2cc(C)n(C(C)COC)c2C)n1 (centres undefined) | -10 | 17
S=c1[nH]nc(CSCc2ccccc2Cl)n1-c1ccccc1 | x | 6
Cc1ccc(C(=O)N2CCCC2)cc1S(=O)(=O)Nc1ccccc1 | -11 | 3
CCOC(=O)C1CCN(CC(=O)Nc2c(C(=O)OC)n(C)c3cccc(C)c23)CC1 | -2 | -17
COc1cccc(OCc2nc3ccccc3[nH]2)c1 | -2 | -7

18 of these compounds, set out differently.
The line under a structure holds: RT RNaseH block	RmlCD inh mix
> O=C(COc1ccc2c(C(F)(F)F)cc(=O)oc2c1)Nc1ccc2c(c1)OCCO2
 : x	21
> Cc1occc1C(=O)N1CCN(c2ccc(Cl)c(Cl)c2)CC1
 : 2	-8
> O=C(CSc1nnc(-c2ccccc2Cl)n1Cc1ccco1)Nc1ccc2c(c1)OCCO2
 : -18	3
> O=C(Cn1c(=O)oc2ccccc21)Nc1ccc(S(=O)(=O)N2CCCCC2)cc1
 : -7	7
> Cc1sc2ccccc2[n+]1CCC(C)S(=O)(=O)[O-] (centres undefined)
 : x	-7
> CC(C)Cn1c(=O)c(C2=NS(=O)(=O)c3ccccc3N2)c(O)c2ccccc21
 : -1	x
> COc1ccc(OCc2cccc(C(=O)O)c2)cc1
 : 2	-7
> CC(C)C(=O)Nc1ccccc1N1CCN(S(C)(=O)=O)CC1
 : -6	-3
> O=C(COc1ccc(-n2cnnn2)cc1)NC1CCCCC1
 : -4	-16
> COC(C(=O)Nc1ccc(F)cc1F)c1ccccc1 (centres undefined)
 : x	-7
> O=C(c1cccc(C(F)(F)F)c1)N1CCC(O)(CS(=O)(=O)Cc2ccccc2Cl)CC1
 : x	9
> N#Cc1ccc(Oc2cccnc2)cc1C#N
 : -16	-10
> CN1CCN(c2ncnc3c2cnn3-c2ccc(Cl)cc2)CC1
 : -8	10
> CCCc1cc(=O)[nH]c(SCC(=O)c2cc(C)n(C(C)COC)c2C)n1 (centres undefined)
 : -10	17
> S=c1[nH]nc(CSCc2ccccc2Cl)n1-c1ccccc1
 : x	6
> Cc1ccc(C(=O)N2CCCC2)cc1S(=O)(=O)Nc1ccccc1
 : -11	3
> CCOC(=O)C1CCN(CC(=O)Nc2c(C(=O)OC)n(C)c3cccc(C)c23)CC1
 : -2	-17
> COc1cccc(OCc2nc3ccccc3[nH]2)c1
 : -2	-7

Later entries:
SMILES | RT RNaseH block | RmlCD inh mix
O=C(Nc1ccc(-c2cn3ccsc3n2)cc1)C1COc2ccccc2O1 (centres undefined) | -4 | 11
CC1=C(C#N)C(NC(=O)C(C)(C)C)(C(F)(F)F)C(=O)N1 (centres undefined) | x | 6
CC1=C(C(=O)Nc2ccccc2C)C2(CCCC2)C(C(N)=O)C(=O)N1 (centres undefined) | -1 | 11
Cc1cc(C)n(C(=O)CNC(=O)c2ccc3c(c2)OCCO3)n1 | -10 | 59
COc1ccccc1OCC(=O)N(Cc1nc(-c2ccccc2)no1)C1CCCCC1 | -5 | 5
COC(=O)CCCC1=CC2=CC(=O)C(C)(OC(=O)c3cccs3)C(=O)C2=CN1Cc1ccc2c(c1)OCO2 (centres undefined) | x | -7
CC(C)N(C)C1CCN(C(=O)Nc2ccc(Cl)cc2)CC1 | 1 | u
Cc1nnc(SCC(=O)NCC2CCCO2)n1-c1ccccc1 (centres undefined) | -2 | -12
C=CCn1c(=O)[nH]c2cc(C(=O)N3CCN(c4cc(C)ccc4C)CC3)ccc2c1=O | 80* | x
COc1ccc(-c2[nH]ncc2-c2cnn(-c3ccccc3)c2)c(O)c1 | 0 | 7
CCOC(=O)N1CCC(c2[nH][nH]c(=O)c2C)CC1 | -8 | 5
COCCn1nnnc1C(c1ccccc1OC)N1CCN(c2ccccc2F)CC1 (centres undefined) | -10 | -24
Cc1ccc(O)c(NC(=O)c2cccc(S(=O)(=O)N3CCCCC3)c2)c1 | 9 | -9
CC(=O)N1N=C(c2ccc(C)cc2)OC1c1ccc(C(C)C)cc1 (centres undefined) | x | -28
Cc1cccc(C)c1N1CCN(c2nc(N(C)C)oc(=O)c2C#N)CC1 | x | 8
CCCCOP(=O)(c1ccc(N(C)C)cc1)C(O)c1cccnc1 (centres undefined) | x | -12
COc1ccc(C2C(C#N)=C(N)Oc3n[nH]c(C)c32)cc1CSc1ccccn1 (centres undefined) | 8 | -8
O=C(N/N=C/c1ccc(Cl)cc1)c1sccc1OCc1ccc(F)cc1 | x | 11
FC(F)(F)c1cc(Cl)c2nc(-c3ccccc3)cn2c1 | x | 2
O=C1COc2ccc(C(=O)CSc3nnc(Cc4cccs4)n3-c3ccccc3)cc2N1 | -27 | 4
CCCCNC(=O)CCn1c(=S)[nH]c2cc3c(cc2c1=O)OCO3 | x | 4
CCC1CCCCN1C1Sc2ccc(C(=O)OC)cc2NC1=O (centres undefined) | -7 | 7
COC(=O)c1[nH]c2ccccc2c1NC(=O)C(C)N1CCN(C(=O)c2ccco2)CC1 (centres undefined) | x | 10
CSc1nc(Oc2ccc(=O)[nH]n2)nc(N(C)C)n1 | -22 | -14
Cc1noc2ncc(C(=O)c3cc(F)ccc3O)cc12 | x | -3
OCCCCCNc1ncnc2ccccc12 | x | 16
CC(=O)n1c2ccccc2c2c1c1ccccc1n2C | 57* | -22
CCC(c1nnc(SCC(=O)N2CC3(C)CC2CC(C)(C)C3)o1)N(C)C (centres undefined) | -3 | -12
Cc1cc(NC(=O)CNC(=O)C2CCCCC2)no1 | -4 | 145
COc1ccc(S(=O)(=O)Cc2ccc(C(=O)NCc3ccco3)o2)cc1 | -6 | -11
Cc1ccc(SCC(=O)NCCN2C(=O)CSC2=O)c(C)c1 | -62 | 4
Cn1c(SCC(=O)c2ccccc2)nnc1-c1cccc(N)c1 | x | 3
Cc1nc(SCC(O)CO)c([N+](=O)[O-])[nH]1 (centres undefined) | x | 7
Cc1ccc(Nc2nc(N)nc(CN3CCN(Cc4ccc5c(c4)OCO5)CC3)n2)cc1Cl | -13 | -8
COc1cc(C(=O)N2CCN(C(=O)CC(C)C)CC2)cc(OC)c1OC | -1 | -9
COc1ccc(C2C/C(=N\O)C(C)(C)O2)cc1 (centres undefined) | 35 | -6
CC(C)(C)n1nc2c(c1NC(=O)c1ccc(Br)o1)CS(=O)C2 (centres undefined) | -5 | -12
CC(C)NC(=O)c1ccccc1NC(=O)CCS(=O)(=O)Cc1ccccc1 | -2 | 6
Nc1nc(NC(=O)c2cccnc2)nn1-c1ccccc1 | -9 | -5
CCOC(=O)c1ccc(NC(=O)CSc2nc3c(c(=O)n2CC)SC(C)C3)cc1 (centres undefined) | -1 | -10
CCOc1cc(CN2CCOCC2)cc(C(C)=O)c1 | -3 | 4
COc1ccc(OC)c(N2C(=O)CC(Cc3ccc(C)cc3)C2=O)c1 (centres undefined) | -3 | 0
Cc1[nH]nc(-c2ccc(O)c(C)c2O)c1Oc1ccccc1 | x | -8
C=CCOC(=O)Nc1c(C(=O)OC)[nH]c2ccc(Cl)cc12 | -34 | -2
Cc1ccc(-c2cc(N)n[nH]2)cc1 | x | 7
CC1(C)CC(=O)c2cc(OCC(=O)NCCCN3CCN(c4ccccc4F)CC3)ccc2O1 | 4 | 11
Cc1cc(OCCSc2nnc(-c3cccs3)n2C)ccc1Cl | -26 | -10
COC(=O)CNC(=O)CCCCC(=O)NCC(=O)OC | 20 | -7
Cc1cc2c(cc1C)-c1nnnn1C(C)(C)C2 | -15 | 9
CN(Cc1ccccc1)c1nc2c(c(=O)[nH]c(=O)n2C)n1Cc1ccccc1 | 6 | -12
CCOc1ccc2c(O)csc2c1 | 19 | 6
CN1OC(COC(=O)c2ccc(Cl)cc2Cl)CC1c1ccccc1 (centres undefined) | x | -9
CSc1ncccc1C(=O)OCC(=O)N(C)C1CCS(=O)(=O)C1 (centres undefined) | x | 9
COc1ccc(/C=C/C(=O)NC(=S)NNC(=O)c2cccnc2)cc1OC | x | 11
COc1cccc(-c2cc(C(=O)N3CCN(Cc4ccccc4)CC3)no2)c1 | -8 | -2
CC1(C(=O)NCc2cccnc2)CCC(=O)N1CCc1ccccc1 (centres undefined) | -4 | 9
Cc1ccc(OCc2ccc(C(=O)N3CCOCC3)cc2)cc1C | 1 | -1
COC(=O)c1ccc(CSc2n[nH]c(=S)s2)o1 | x | 4
